# Source: PubChem BioAssay
# PDI inh: inhibitors of human PDI, primary screen, biochemical, turbidity, single point, plate reader; inhibition, % at 10 µM; PDI insulin aggregation turbidity, A650, 90 min; Protein disulfide-isomerase (Homo sapiens), P07237; 0.052% of 350,000 active;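 active = mean inhibition across replicates of 30% or more, whatever share of single replicates reach that level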;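 also: absorbance from insulin aggregation driven by PDI reduction with DTT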
# aDG glyco up: activators of alpha-DG glycosylation, primary screen, uHTS, Pro5-aDG cells, AlphaScreen; alpha-DG glycosylation AlphaScreen (IIH6); 0% Pro5, 100% B10-LARGE cell signal; activation, % at 10 µM; 0.22% of 360,000 active; AID 624168, 2012;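 active = activation of at least 8% versus controls, or a plate z-score of at least 8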;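 also: Pro5 are CHO cells carrying HIG-tagged alpha-DG that lacks glycosylation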
# ABCB6 inh 2: ABCB6 transporter inhibitors, primary screen, K562-ABCB6 cells, flow cytometry, MLPCN library; fluorescence ratio to DMSO, % at 10 µM; AID 602162, 2011; K562-ABCB6 porphyrin accumulation, 1 h; stronger effect = lower value; ATP-binding cassette sub-family B member 6 (Homo sapiens), Q9NP58; 0.19% of 360,000 active;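 active = fluorescence ratio to DMSO below 75%, the collection mean minus 3 SD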;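 also: signal is porphyrin accumulated inside mitochondria; 100% equals median channel fluorescence of DMSO control wells; lower ratio means ABCB6 inhibition with less porphyrin fluorescence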
# MC4R antag cAMP: MC4R antagonists of cAMP signaling, primary screen, cell-based, TR-FRET, antagonist arm of biased-ligand search. inhibition, % at 6.5 µM. MC4R-expressing cells, MTII-stimulated cAMP, LANCE TR-FRET. 0.48% of 360,000 active. AID 540295, 2011;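 active = inhibition above its plate's cutoff, the mean of tested wells on that plate plus 3 SD, cut at about 29% in these data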;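 also: 0% = Melanotan II alone and 100% = Melanotan II plus saturating MCL0020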
# Target sequence (P32245 whole entry, looked up): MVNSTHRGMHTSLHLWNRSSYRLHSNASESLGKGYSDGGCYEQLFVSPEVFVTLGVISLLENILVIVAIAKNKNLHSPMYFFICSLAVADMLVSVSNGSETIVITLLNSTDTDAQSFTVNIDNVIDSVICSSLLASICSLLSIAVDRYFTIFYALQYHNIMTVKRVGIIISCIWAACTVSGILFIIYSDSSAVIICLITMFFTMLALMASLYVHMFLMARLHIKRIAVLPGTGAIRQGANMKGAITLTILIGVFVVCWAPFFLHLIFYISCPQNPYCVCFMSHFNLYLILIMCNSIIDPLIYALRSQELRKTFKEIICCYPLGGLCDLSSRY
#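 Material: human MC4R-expressing U2OS cells. Probe or stimulus: Melanotan II challenge. Dosing: 6.5 µM single dose. Times: 30-min compound, 1-h challenge, 1-h detection, room temperature. Technique: TR-FRET with Eu-cAMP and labeled anti-cAMP, 671 nm. Replication: singlicate.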
# CaV13 ICDI inh: Disruptors of the CACNA1D IQ motif to Ca2+-dependent inactivation inhibitor domain association, primary screening, Förster resonance energy transfer in intact living … | inhibition, % at 12.3 µM | 0.098% of 340,000 active | HEK cells, CFP/YFP FRET ICDI-IQ, plate reader, 10 min; percent FRET-ratio fall versus neutral wells;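 active = mean replicate inhibition of at least 30% and at least 1% of replicates passing that level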;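 also: 0% = median of the neutral control wells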
# HTR2A ag: mouse Htr2a agonists via beta-arrestin recruitment, primary screen, cell-based, luminescence | 5-hydroxytryptamine receptor 2A (Mus musculus), P35363 | CHO-K1 mHTR2A beta-arrestin complementation; percent of 30 µM serotonin response | activation, % at 7.6 µM | 0.66% of 360,000 active;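 active = activation above a run cutoff, the mean activation of all tested compounds plus 3 SD, cut at about 14% in these data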;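 also: 0% = plate median of compound wells and 100% = 30 µM serotonin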
# Target sequence (P35363 whole entry, looked up): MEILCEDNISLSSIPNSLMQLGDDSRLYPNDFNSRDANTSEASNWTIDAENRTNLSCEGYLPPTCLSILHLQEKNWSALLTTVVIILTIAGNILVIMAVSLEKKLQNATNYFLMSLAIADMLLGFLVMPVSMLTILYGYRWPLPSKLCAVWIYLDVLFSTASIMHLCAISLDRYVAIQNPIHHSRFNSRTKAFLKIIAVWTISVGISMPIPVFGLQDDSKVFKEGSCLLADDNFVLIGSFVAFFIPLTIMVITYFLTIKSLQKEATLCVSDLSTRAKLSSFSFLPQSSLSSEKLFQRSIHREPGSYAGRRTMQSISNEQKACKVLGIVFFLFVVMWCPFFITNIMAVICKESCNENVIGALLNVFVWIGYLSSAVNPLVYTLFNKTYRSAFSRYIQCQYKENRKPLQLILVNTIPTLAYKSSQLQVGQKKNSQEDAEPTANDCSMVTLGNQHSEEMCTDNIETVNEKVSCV
# Vif imaging: HIV Vif self-association inhibitors, primary screen, imaging, HEK293T, single point. 0.35% of 340,000 active. inhibition, % at 7.49 µM. AID 602346, 2012. HEK293T cells, Vif self-association by quenched fluorescence, 24 h; in the data active = inhibition above about 50%, passing the limit was not always enough; also: some results filed as inactive read as strong as hits
# MC4R ag barr: MC4R agonists recruiting beta-arrestin, primary screen, cell-based, luminescence, agonist arm of biased-ligand search | AID 540308, 2011 | activation, % at 8.9 µM | 0.98% of 360,000 active | U2OS MC4R beta-arrestin complementation; percent of melanotan II response, DMSO zero;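 active = activation above a per-plate cutoff, the mean activation of sample wells on that plate plus 3 SD, cut at about 8% in these data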
# N-glyco inh: increase of ERlucT glycosylation luciferase signal, primary screen, N-linked glycosylation inhibitor project, D54 ERlucT cells, luminescence, set 2; D54 ERlucT glycosylation luciferase reporter, 24 h; percent of 100 nM tunicamycin response; reporter increase, % at 12.5 µM; 0.23% of 360,000 active; AID 588692, 2011;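 active = mean luciferase reporter signal, scaled so untreated is 0 and the glycosylation-blocking control 100, at or above a set limit in every replicate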;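 also: luciferase carries N-glycosylation sites so blocking glycosylation raises the light; 0% = median of neutral control wells and 100% = median of 100 nM tunicamycin wells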
# H9c2 protect: cardioprotection against H2O2-induced cell death, primary screen, uHTS, H9c2 cells, ATPLite luminescence; H9c2 cardiomyocytes, H2O2 injury protection, 2 h; protection from H2O2 cell death, % at 20 µM; 0.63% of 360,000 active; AID 588492, 2011;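 active = compounds giving at least 50% protection of heart cells from peroxide-induced death in the single-dose screen, raw or plate-pattern-corrected value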;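 also: 0% = DMSO wells with peroxide and 100% = DMSO wells without peroxide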
# An asterisk follows results filed as active; / = not tested or not shown.
SMILES,PDI inh,aDG glyco up,ABCB6 inh 2,MC4R antag cAMP,CaV13 ICDI inh,HTR2A ag,Vif imaging,MC4R ag barr,N-glyco inh,H9c2 protect
C=CCn1c(-c2cccc3ccccc23)n[nH]c1=S,0.1,2.5,96.0,-2.2,-3.3,-2.8,-8.2,-2.5,0.6,-0.9
CCCCOc1ccc(C(O)(CC)CCN2CCOCC2)cc1 (centres undefined),11.7,0.1,97.0,8.7,-4.7,1.0,-7.0,-0.7,-3.8,-5.7
Cc1ccc(C(=O)CN(CCC(=O)O)S(=O)(=O)c2ccc([N+](=O)[O-])cc2)cc1,1.4,0.1,101.0,3.2,-10.1,3.8,-4.2,-0.3,-1.3,-1.4
COc1ccc(C(CNC(=O)c2cccc(S(=O)(=O)N3CCCC3)c2)N2CCCC2)cc1 (centres undefined),3.5,2.0,99.0,7.7,-4.5,-5.1,-4.7,-2.7,-4.2,6.4
Cc1ccc(CSCCNC(=O)c2ccc(N(C)S(=O)(=O)c3ccccc3)cc2)cc1,-1.8,0.0,98.0,13.6,/,-5.0,-5.9,1.3,0.5,-11.5
CCc1ccc2[nH]c(C(=O)Nc3ccc(F)cc3Br)cc2c1,-11.5,0.1,99.0,2.5,-18.5,-1.3,4.8,-0.4,1.7,-5.4
O=C(NC(Cc1ccccc1)C(=O)O)c1ccc(S(=O)(=O)N2CCOCC2)cc1 (centres undefined),-2.5,-0.1,92.0,16.9,-7.8,6.6,-6.2,-0.9,1.4,5.4
COCCNC(=O)CCc1c(C)nc2nc(-c3cc(OC)cc(OC)c3)nn2c1C,19.2,0.4,98.0,29.2*,-3.2,-2.4,-1.1,0.0,1.6,3.7
CC(NC(=O)c1ccccc1Br)C1CC2CCC1C2 (centres undefined),0.0,0.3,101.0,16.2,-4.5,-5.5,-3.0,-1.6,0.0,-3.8
C#CCn1cccc(C(=O)Nc2ccc(OC)cc2)c1=O,-5.0,0.0,95.0,0.7,-4.6,-0.8,-3.7,-2.5,0.0,-3.1
COc1ccc(NC(=O)n2ncc3cc(Cl)ccc32)cc1OC,-19.5,0.1,130.0,6.2,-18.5,-1.5,-6.1,1.9,5.0,-1.5
CC(=O)CC(CC(=O)NC1CCCCC1)c1ccccc1 (centres undefined),-13.1,1.0,97.0,4.6,-4.0,3.3,12.6,-2.8,0.2,3.5
CCCc1nc2ccc(Cl)cn2c1Cc1ccc(C)cc1,/,0.1,101.0,/,-3.3,-1.4,/,/,-1.1,-6.5
CCOC(=O)c1c(NC(=O)COC(=O)Cn2c(C)nc3ccccc32)sc2c1CCCC2,1.5,-0.4,105.0,9.3,-3.7,-2.0,-17.8,-0.6,4.9,-10.7
CC(C)CN(C(=O)c1ccc(S(=O)(=O)N2CCCC2)cc1)C1CCS(=O)(=O)C1 (centres undefined),2.9,-0.1,99.0,-2.5,-2.2,1.1,-3.3,-1.4,-0.7,3.0
O=C(O)c1ccc(CSc2nnc(-c3ccncc3)n2-c2ccc(Cl)cc2)cc1,0.2,-0.4,96.0,7.6,-6.7,3.2,3.9,-0.8,1.5,1.8
CC(=O)c1cccc(NC(=O)C2C3C=CC(C3)C2C(=O)O)c1 (centres undefined),0.2,-0.3,88.0,1.9,1.4,1.4,3.5,1.2,0.4,-5.3
O=S(=O)(c1cc(F)ccc1F)N1CCN(c2ccccn2)CC1,0.2,-0.1,101.0,-6.1,-6.6,1.3,-1.8,-0.3,-1.7,5.0
O=c1c2c3c(sc2n2cnnc2n1Cc1ccccc1)CN(Cc1ccccc1)CC3,-0.5,1.5,99.0,12.1,-5.4,-4.7,-5.0,-1.4,-3.7,5.3
CCc1ccc(OCCSc2nc3ccccc3n2CC(=O)O)cc1,3.7,0.2,100.0,16.8,-4.4,-2.0,25.7,-1.5,0.6,-5.3
CC(C)CN(C(=O)Cn1c(C(F)(F)F)nc2ccccc21)C1CCS(=O)(=O)C1 (centres undefined),7.7,-0.1,102.0,-2.6,-4.4,-3.0,-3.7,-2.2,0.2,-3.2
COC(=O)c1ccccc1NC(=O)Nc1nnc(N2CCC(C)CC2)s1,-2.8,0.0,103.0,-4.4,-6.1,-2.9,8.4,-0.8,-3.4,4.5
Cc1ccc(C(=O)C(C)OC(=O)CNS(=O)(=O)c2ccc(C)cc2)cc1 (centres undefined),3.4,-0.2,98.0,13.8,-4.2,9.0,-3.7,-2.3,2.3,1.3
COc1cccc(C(=O)Nc2cccc(NC(=O)c3cccs3)c2)c1,22.2,2.1,100.0,9.8,-2.1,-3.3,-3.1,-0.1,0.1,-6.1
CCOc1ccc(S(=O)(=O)N2CCN(C(=O)c3cc(-c4ccccc4)nn3-c3ccccc3)CC2)cc1,5.6,-0.3,94.0,2.9,-2.6,3.3,-4.3,3.6,-3.9,0.9
CCC(=O)N1CCCC(C)(C(=O)Nc2ccc3scnc3c2)C1 (centres undefined),0.4,-0.2,102.0,2.2,-9.0,3.4,23.8,-0.9,-1.2,-2.6
COc1ccc(CC(=O)NCc2n[nH]c(=S)n2C)cc1,-0.5,-0.2,100.0,3.0,-2.3,1.2,19.5,-2.7,2.4,7.6
COc1ccc(C(=O)NC2CCN(C(=O)Nc3ccccc3Cl)CC2)cc1,-5.3,1.4,98.0,2.5,2.4,2.4,-3.7,-0.8,1.4,4.2
CC(C)[C@H]1C(=O)Nc2ccccc2N1C(=O)N[C@@H](Cc1ccccc1)C(=O)N[C@@H](C(=O)O)c1ccccc1,/,0.2,97.0,0.4,/,3.7,6.5,2.3,0.1,1.5
CC(=O)Nc1ccc(C(=O)Nc2cc(S(=O)(=O)N3CCOCC3)ccc2N2CCOCC2)cc1,2.0,-0.3,93.0,9.1,-2.4,-5.0,6.5,-1.1,1.5,7.9

# Looked up by structure from the list above, 2 records:
SMILES,PDI inh,aDG glyco up,ABCB6 inh 2,MC4R antag cAMP,CaV13 ICDI inh,HTR2A ag,Vif imaging,MC4R ag barr,N-glyco inh,H9c2 protect
CC(C)CN(C(=O)Cn1c(C(F)(F)F)nc2ccccc21)C1CCS(=O)(=O)C1 (centres undefined),7.7,-0.1,102.0,-2.6,-4.4,-3.0,-3.7,-2.2,0.2,-3.2
COC(=O)c1ccccc1NC(=O)Nc1nnc(N2CCC(C)CC2)s1,-2.8,0.0,103.0,-4.4,-6.1,-2.9,8.4,-0.8,-3.4,4.5

# Further results:
SMILES,PDI inh,aDG glyco up,ABCB6 inh 2,MC4R antag cAMP,CaV13 ICDI inh,HTR2A ag,Vif imaging,MC4R ag barr,N-glyco inh,H9c2 protect
CCN(CC)C(=O)C1=C(C)N(Cc2ccc(C(C)(C)C)cc2)C(=O)C(CC(=O)NC2CC2)C1 (centres undefined),5.6,-0.3,99.0,4.7,-2.0,7.2,/,0.0,-1.0,-2.6
CSc1ccc(/C=N/n2c(C3CCCCC3)n[nH]c2=S)cc1,18.1,-0.1,99.0,-5.4,-5.3,7.1,-9.8,-0.3,-9.3,-11.0
Cc1nn(Cc2ccccc2Cl)c(C)c1N,5.7,-0.2,97.0,5.2,-5.4,5.1,-0.8,-0.1,0.5,8.1
Cc1ccc(S(=O)(=O)N2CCOCC2)cc1C(=O)NC1CCCC(C)C1C (centres undefined),-0.1,0.1,96.0,-2.1,-5.4,2.9,-7.6,-2.4,-0.4,3.7
C=CC[C@@H](CC(=O)N(CCO)Cc1ccccc1)C(=O)N[C@H](COC(=O)[C@@H](CC=C)Cc1ccc(F)cc1)c1ccccc1,6.6,0.5,97.0,9.6,-11.3,-7.2,-3.7,2.1,-2.0,-10.3
COc1ccc(CCNC(=O)c2cc(-c3ccc(C)c(C)c3O)n[nH]2)cc1OC,11.7,0.2,88.0,6.3,-5.0,-6.2,-13.3,-2.1,7.3,13.4
CCn1cc(C(=O)N2CCCC(N3CCN(c4ccccc4C)CC3)C2)cn1 (centres undefined),-2.4,0.5,103.0,7.5,-2.6,-1.3,-4.0,-1.9,-2.6,-3.6
COc1ccc(C(CC(=O)O)NC(=O)c2cccs2)cc1 (centres undefined),7.4,-0.2,96.0,4.2,-5.8,3.0,1.6,-0.4,3.1,4.7
COc1cc(CCCN2CCNC[C@@H]2Cc2ccccc2)cc(OC)c1OC,5.3,0.6,99.0,1.4,-4.4,-3.0,-5.7,0.0,-0.1,2.2
Cc1ccnc(NC(=O)CNC(=O)c2sc3ccccc3c2Cl)c1,-7.1,-0.4,101.0,9.4,-5.7,-2.0,-3.4,3.1,-5.4,-0.4
OCCC1CN(Cc2cccn2-c2ncccn2)CCN1C1CCCC1 (centres undefined),7.5,-0.2,98.0,8.7,-3.0,-0.1,-3.1,1.6,3.2,6.0
COCCn1nnnc1C(c1ccc(OC)cc1OC)N1CCN(c2ccccc2F)CC1 (centres undefined),-7.0,0.0,103.0,8.4,-1.2,-2.2,-14.7,-2.2,-0.9,-3.8
Cc1noc(C)c1CSCC(=O)Nc1cc(Cl)ccc1N1CCOCC1,-7.4,0.1,96.0,9.4,-2.1,0.7,1.2,-3.4,13.7,0.7
O=[N+]([O-])c1ccc(S(=O)(=O)Nc2ccc(-c3ccc(N4CCCC4)nn3)cc2)cc1,1.6,0.2,97.0,-1.1,-6.2,-10.6,-13.2,-3.6,-1.4,-5.0
COc1ccccc1CN1CCNC(=O)C1CC(=O)NCCCN1CCOCC1 (centres undefined),-1.4,0.0,101.0,7.4,-5.5,2.1,-6.8,-2.7,1.2,-0.7
Clc1ccc(C=NN2CCCCCC2)cc1Cl,0.3,-0.1,100.0,-1.7,-5.2,6.2,-1.1,0.9,-1.1,-9.7
COC(=O)CCC/C=C1/SCC(NC(=O)c2ccccc2)C1NC(C)=O (centres undefined),-3.8,0.1,101.0,7.1,-6.6,0.7,-0.6,-3.4,0.2,8.2
CC(C)Cc1nc2sc3c(=O)[nH]cnc3c2c2c1CCCC2,-3.5,0.4,101.0,-16.7,-5.3,-0.9,-8.5,-0.1,-2.3,-3.9
Cc1ccccc1C(=O)Nc1ccc(O)c2c(=O)cc(-c3ccccc3Cl)oc12,-0.3,-0.5,94.0,3.2,-10.6,-1.3,/,0.3,-2.9,22.2
Cc1ccc2c(c1)CC1(CN2C)C(=O)OC2(CCCCC2)OC1=O,-0.4,-0.1,99.0,4.0,-9.0,0.2,6.8,-3.7,0.1,-3.5
COC(=O)Cn1c2ccc(Cl)cc2c2nc(C)sc21,1.5,-0.2,98.0,8.4,-5.4,-0.6,-0.1,-0.8,1.6,8.8
O=C(OCCc1cc2ccccc2c(=O)o1)c1ccc(F)cc1,2.8,-0.1,99.0,-0.8,-9.9,0.9,-0.4,1.6,1.1,-2.3
